Nrf2 block: inhibitors of Nrf2 signaling | A549 ARE-Fluc reporter, luciferase luminescence, 18-24 h | Potency, µM (titrated, usually from 46 µM), for the others: top-dose activity change, negative = inhibition, most hits filed as inhibitors | 2.1% of 360,000 active | AID 504444; further: potency means the concentration at half of the fitted maximal effect; on the % scale 0 is the no-effect control and ±100 the full control effect; nearly all actives have a fitted effect of over 60% in size
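A549 ARE_Fluc cells, 5000/well, 5% FBS OPTI-MEM; compounds in dose-response, 18-24 h at 37 °C/5% CO2; CellTiter-Fluor viability read (Ex 405/Em 525), then BugLite luciferase luminescence = Nrf2 activity.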
A549 tox: kills or reduces viability of A549 cells in Nrf2 counter-screen | Potency, µM (doses to about 46 µM), without a hit: at the top dose activity change, negative = cytotoxicity, usual class: inhibitors | AID 504648 | 0.16% of 390,000 active | A549 ARE-Fluc cells, CellTiter-Fluor viability, 18-24 h; further: potency means the concentration at half of the fitted maximal effect; on the % scale 0 is the no-effect control and ±100 the full control effect
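A549 ARE_Fluc cells in 5% FBS OPTI-MEM were exposed to compounds in concentration-response for 18-24 h at 37 deg C. Viability was read by CellTiter-Fluor fluorescence (Ex 405/Em 525) after 30 min, before the luciferase read.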
EPAC2 ag: agonists of human EPAC2 (RAPGEF4); Q8WZA2; EPAC2 activation, biochemical qHTS; response scale: 100% = 6.5 mM cAMP response; Potency, µM (top dose mostly 154 µM), for inactives: at the top dose activation, hits mostly activators; 0.079% of 360,000 active; AID 720711; further: potency means the concentration at half of the fitted maximal effect; nearly all actives have a fitted effect of over 50% in size
Target sequence (Q8WZA2 whole entry, looked up): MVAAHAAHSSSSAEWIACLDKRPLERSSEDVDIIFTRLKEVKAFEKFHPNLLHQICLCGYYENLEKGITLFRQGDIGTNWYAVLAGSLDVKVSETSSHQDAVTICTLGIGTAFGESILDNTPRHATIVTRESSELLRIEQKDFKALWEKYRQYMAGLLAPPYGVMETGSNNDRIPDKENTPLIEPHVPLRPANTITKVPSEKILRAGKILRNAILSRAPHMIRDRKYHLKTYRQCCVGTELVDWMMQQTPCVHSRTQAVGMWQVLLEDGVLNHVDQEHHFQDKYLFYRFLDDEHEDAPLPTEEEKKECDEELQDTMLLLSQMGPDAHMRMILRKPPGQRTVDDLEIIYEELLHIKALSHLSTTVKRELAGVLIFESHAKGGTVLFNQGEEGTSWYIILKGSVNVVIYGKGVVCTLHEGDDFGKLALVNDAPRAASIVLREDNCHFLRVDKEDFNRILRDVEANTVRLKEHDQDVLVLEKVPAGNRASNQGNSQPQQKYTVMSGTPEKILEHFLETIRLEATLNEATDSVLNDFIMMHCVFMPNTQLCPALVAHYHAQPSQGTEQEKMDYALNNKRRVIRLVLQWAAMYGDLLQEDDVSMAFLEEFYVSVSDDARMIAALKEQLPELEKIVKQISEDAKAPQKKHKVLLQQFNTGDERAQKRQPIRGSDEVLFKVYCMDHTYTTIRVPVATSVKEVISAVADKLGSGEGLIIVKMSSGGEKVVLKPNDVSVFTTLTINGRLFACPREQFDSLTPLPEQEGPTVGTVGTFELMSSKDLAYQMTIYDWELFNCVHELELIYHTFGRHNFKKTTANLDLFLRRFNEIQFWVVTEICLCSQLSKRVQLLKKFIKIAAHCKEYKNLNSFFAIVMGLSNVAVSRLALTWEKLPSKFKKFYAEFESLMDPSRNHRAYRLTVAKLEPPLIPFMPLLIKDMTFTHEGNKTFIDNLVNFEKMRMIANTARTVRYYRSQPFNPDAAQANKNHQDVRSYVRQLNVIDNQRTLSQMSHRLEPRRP
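qHTS, titration series. 100 nM EPAC2 / 250 nM Rap1B-BODIPY-GDP / 50 uM GDP; RT; ex 480/em 540 nm, 5-min reads to 30 min. Norm. to 6.5 mM cAMP = activation.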
Nrf2 activator: Nrf2 pathway activation | AREc32 ARE-luciferase reporter (MCF7-derived line), luminescence, 24 h | AID 624171 | 0.31% of 410,000 active | Potency, µM (series often up to 46.1 µM), without a hit: top-dose activation, hits mostly activators; further: potency means the concentration at half of the fitted maximal effect; % of control where 0% means no effect; nearly all actives have a fitted effect of over 65% in size
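For detection, Steady-Glo was added and plates sat 30 min at RT; before that, AREc32_Fluc cells grown overnight in OPTI-MEM/5% FBS had been treated with 23 nL compound for 24 hr at 37 deg C.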
ATXN viability: viability counter-screen for ATXN expression inhibitors. S2 cells (HEK-293 line with an ATXN2-luciferase reporter) viability, CellTiter-Fluor protease fluorescence, 24 h. 0.49% of 400,000 active. Potency, µM (top dose mostly 56.7 µM), usual class: cytotoxic; further: potency means the concentration at half of the fitted maximal effect; nearly all actives have a fitted effect of over 40% in size
HepG2 viability: kills HepG2 cells in TGF-b inhibitor counter-screen; AID 588856; Potency, µM (series often up to 46.1 µM), inactives show at the top dose activity change, negative = cytotoxicity, usual class: cytotoxic; HepG2 CAGA-GFP viability, ATP luminescence, 18 h; 0.76% of 410,000 active; further: potency means the concentration at half of the fitted maximal effect; some results filed as inactive show a strong effect at the top dose
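HepG2 CAGA-GFP cells (1000/well, DMEM with 1% FBS) received compound, then TGF-beta at 500 pg/mL final, and were incubated 18 hours at 37 degrees C. Viability was read by CellTiter-Glo luminescence. Media-only wells were set as complete cell-killing and DMSO as no toxicity.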
TGFb SMAD3 inh: inhibitors of TGF-b signaling; HepG2 CAGA-GFP TGF-b/SMAD3 reporter, GFP fluorescence, 18 h; TGF-beta stimulated, 500 pg/mL final; Potency, µM (series often up to 46.1 µM), inactives show at the highest dose activity, negative = inhibition, hits mostly inhibitors; 1.2% of 410,000 active; AID 588855; further: potency means the concentration at half of the fitted maximal effect; on the % scale 0 is the no-effect control and ±100 the full control effect; nearly all actives have a fitted effect of over 65% in size
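First, reporter cells (HEPG2 CAGA-GFP) rested 2 h at 37 degrees C. Next, compounds were pinned in and TGF-beta added to 500 pg/mL final. After 18 h, GFP was imaged per cell and summed per well.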
IL2 activator: activates IL-2 in a cell-based reporter assay; IL-2 activation reporter assay, cell-based qHTS; stimulated with anti-CD3/CD4/CD28 beads; in transgenic mouse T cells; activation, % (series mostly up to about 46 µM); 0.065% of 360,000 active; in the data active means activation above about 50%; inconclusive means mostly about 30% to 49%; further: 0% is about no effect
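Quantitative HTS in unstimulated transgenic mouse T cells, with memory T cells as non-tolerant control and PMA/ionomycin as tolerance-bypass control. Compound pretreatment lasted 60 minutes before 18 h bead stimulation; EGFP/DsRed fluorescence read.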
ATXN2 expr inh: inhibitors of ATXN2 expression; Potency, µM (titrated, usually from 57 µM), for the others: at the highest dose activity change, negative = inhibition, hits mostly inhibitors; AID 1745845; 0.72% of 360,000 active; HEK-293 ATXN2-luciferase reporter, luminescence, 24 h; further: potency means the concentration at half of the fitted maximal effect; on the % scale 0 is the no-effect control and ±100 the full control effect; nearly all actives have a fitted effect of over 55% in size
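qHTS (up to 57 uM final) was run with 24 h compound exposure of reporter cells at 37 °C. Each well was multiplexed: SteadyGlo luminescence measured ATXN2-luciferase expression after a fluorogenic Gly-Phe-AFC viability readout (25 uM final).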
* = called active by the depositor; i = inactive; ? = inconclusive; . = not tested or not shown; & = joins results of further samples; [ ] = dose if it differs, or a comment. Unless noted, the call rests on the fitted dose curve; in most records, active means well fitted curve in the direction sought with a large enough effect; inconclusive means small, poorly fitted or top-dose-only effect, or another doubt; inactive means no such curve, though single readings can be large; an effect the other way counts as inactive or inconclusive.

Value order – Nrf2 block, A549 tox, EPAC2 ag, Nrf2 activator, ATXN viability, HepG2 viability, TGFb SMAD3 inh, IL2 activator, ATXN2 expr inh
1) COc1ccc2c(c1)c1c(c(=O)n(Cc3ccccc3)c(=O)n1Cc1cc(C)ccc1C)n2C
  ?, -3%, ., 0.4%, i, -7%, 12%, ., 14%
2) C=CCSc1ncccc1C(=O)NCCc1ccc(Cl)cc1
  -5%, 1%, 7%, -0.5%, i, 8%, -22%, -1.4, -14%
3) Nn1c(SCC(=O)Nc2ccc(F)c(F)c2)nnc1C1CCCCC1
  10%, 7%, 1%, -0.5%, i, 3%, -5%, -0.4, 5%
4) COc1cc2c(cc1OC)C1(NCC2)C(=O)Nc2ccccc21 (stereo not given)
  -15%, 1%, 10%, -0.6%, i, -2%, -12%, -3.0, 2%
5) CC(=O)Cn1cnc2scc(-c3ccc(C)c(C)c3)c2c1=O
  2%, 24%, 8%, 3.2%, i, -3%, -5%, 1.2, .
6) Cc1cccc(C)c1OCC1CNC(=O)O1 (stereo not given)
  -18%, 10%, 0%, 0.5%, i, -13%, -1%, -0.1, -16%
7) Cc1ccc(C2(C)NC(=O)N(CC(=O)N3CCN(S(=O)(=O)c4cccs4)CC3)C2=O)cc1 (stereo not given)
  3%, -5%, 1%, 3.3%, i, -14%, 4%, -0.4, 5%
8) O=[N+]([O-])c1ccc(C[n+]2cc(-c3ccc(Cl)c(Cl)c3)n3c2CCCCC3)cc1
  14%, 4%, 9%, -0.2%, i, 46%, 13%, 1.9, .
9) CCCOc1ccc(C(=O)N(Cc2ccc(Cl)cc2)Cc2ccco2)cc1
  ?, 11%, ., 7.5%, ., -36%, ., ., .
10) Cc1ccc(S(=O)(=O)NCc2nc3ccccc3[nH]2)cc1
  3%, 5%, 23%, 0.0%, i, -31%, -14%, 0.1, 3%

Next entries:
Value order – Nrf2 block, A549 tox, EPAC2 ag, Nrf2 activator, ATXN viability, HepG2 viability, TGFb SMAD3 inh, IL2 activator, ATXN2 expr inh
11) COCCOC(=O)C1=C(C)NC2=C(C(=O)CC(C)(C)C2)C1c1cc2c(cc1Br)OCO2 (stereo not given)
  -12%, 2%, 13%, 0.1%, i, -2%, -10%, -1.5, -2%
12) CCOC(=O)/C(C#N)=C\c1ccc2c(c1)OCO2
  4%, 4%, 0%, 0.3%, i, -13%, -23%, -2.5, 6%
13) CN1CCN(C(=O)C2CCC(=O)N(Cc3cccc(C(F)(F)F)c3)C2)CC1 (stereo not given)
  4%, 7%, 11%, -0.1%, i, -22%, -11%, -2.4, 4%
14) CCc1cc2c(=O)[nH]c(-c3ccncc3)nc2s1
  -9%, -1%, 9%, 0.4%, i, -2%, 0%, 0.2, 0%
15) COc1cc(OC)c(NC(=O)Cn2cccc2)cc1Cl
  ., 13%, -1%, -0.3%, i, -5%, -1%, -0.1, -15%
16) CCN1CCN(c2nc(Nc3ccc(C)c(C)c3)nc(N)c2[N+](=O)[O-])CC1
  2%, ?, 7%, 0.6%, ?, 15%, 16%, -3.6, -13%
17) O=C(Nc1cccc(C(F)(F)F)c1)C1(c2ccccc2)CC1
  -7%, 1%, 7%, -0.3%, i, -2%, -3%, -4.1, 4%
18) CNC(=O)c1c(NC(=O)CCS(=O)(=O)c2ccc(F)cc2)sc(C)c1C
  -9%, 2%, -3%, 2.6%, i, 3%, -4%, -0.1, -1%
19) Cc1cc(C)c(Cn2c3ccccc3c3cnn(CC(=O)NCc4cccs4)c(=O)c32)c(C)c1
  8%, 2%, ., 0.0%, i, 0%, 14%, ., 14%
20) Cc1ccc(CSc2nc3ccc(NC(=O)COc4ccccc4F)cc3s2)cc1
  ?, -11%, ., -0.3%, i, -8%, -30%, ., 6%

Later entries
Value order – Nrf2 block, A549 tox, EPAC2 ag, Nrf2 activator, ATXN viability, HepG2 viability, TGFb SMAD3 inh, IL2 activator, ATXN2 expr inh
21) O=C(CCCN1C(=O)/C(=C\c2cccs2)SC1=S)Nc1ccc(O)cc1
  -13%, ?, 4%, ?, i, -10%, ?, 0.5, 16%
22) CC[C@H]1O[C@H](C)CC2=C1C(=O)OC(C)(C)O2
  ., ., 11%, 0.5%, i, ., ., -1.1, 4%
23) COn1c(-c2ccccc2)nc2ncccc21
  24%, 16%, 8%, 1.1%, i, 7%, -3%, 1.5, -12%
24) Cc1ccc(NC(=O)c2cc(-c3cccc(O)c3)on2)cc1C
  11%, 13%, -13%, 4.2%, i, -32%, 2%, -0.4, 41%[activator]
25) CC1Cc2cc(/C(O)=C3\C(=O)C(=O)N(Cc4cccnc4)C3c3ccccc3F)ccc2O1 (stereo not given)
  11%, -3%, 3%, -0.2%, i, -3%, 1%, -3.3, 17%
26) COc1ccccc1N1CCN(S(=O)(=O)c2ccc(Cl)cc2)CC1
  -28%, 3%, 8%, -0.1%, i, 4%, 0%, -2.5, 1%
27) C/[N+]([O-])=C\C1C(=O)CC(C)(C)CC1=O
  -11%, -1%, -1%, -0.6%, i, -4%, -3%, -0.5, 9%
28) Cn1c(=O)c2ccccc2n2c(CCC(=O)N3CCN(c4cccc(Cl)c4)CC3)nnc12
  14%, 5%, ., -0.4%, ., 0%, -21%, ., .
29) CCOC(=O)c1c(NC(=O)Cn2cnc([N+](=O)[O-])n2)sc(C)c1C
  ?, 16%, -5%, 1.2%, i, -11%, 0%, -0.6, -3%
30) Cc1nc(C(F)(F)F)c(C(=O)O)cc1-c1nc(-c2ccccc2)cs1
  5%, 1%, 8%, 0.5%, i, -2%, 26%, 0.1, .

Some of the entries so far, screen by screen.
(7) Cc1ccc(C2(C)NC(=O)N(CC(=O)N3CCN(S(=O)(=O)c4cccs4)CC3)C2=O)cc1 (stereo not given)
(8) O=[N+]([O-])c1ccc(C[n+]2cc(-c3ccc(Cl)c(Cl)c3)n3c2CCCCC3)cc1
(9) CCCOc1ccc(C(=O)N(Cc2ccc(Cl)cc2)Cc2ccco2)cc1
(10) Cc1ccc(S(=O)(=O)NCc2nc3ccccc3[nH]2)cc1
(11) COCCOC(=O)C1=C(C)NC2=C(C(=O)CC(C)(C)C2)C1c1cc2c(cc1Br)OCO2 (stereo not given)
(12) CCOC(=O)/C(C#N)=C\c1ccc2c(c1)OCO2
(13) CN1CCN(C(=O)C2CCC(=O)N(Cc3cccc(C(F)(F)F)c3)C2)CC1 (stereo not given)
(14) CCc1cc2c(=O)[nH]c(-c3ccncc3)nc2s1
(15) COc1cc(OC)c(NC(=O)Cn2cccc2)cc1Cl
(16) CCN1CCN(c2nc(Nc3ccc(C)c(C)c3)nc(N)c2[N+](=O)[O-])CC1
Compound	7	8	9	10	11	12	13	14	15	16
Nrf2 block	3%	14%	?	3%	-12%	4%	4%	-9%	.	2%
A549 tox	-5%	4%	11%	5%	2%	4%	7%	-1%	13%	?
EPAC2 ag	1%	9%	.	23%	13%	0%	11%	9%	-1%	7%
Nrf2 activator	3.3%	-0.2%	7.5%	0.0%	0.1%	0.3%	-0.1%	0.4%	-0.3%	0.6%
ATXN viability	i	i	.	i	i	i	i	i	i	?
HepG2 viability	-14%	46%	-36%	-31%	-2%	-13%	-22%	-2%	-5%	15%
TGFb SMAD3 inh	4%	13%	.	-14%	-10%	-23%	-11%	0%	-1%	16%
IL2 activator	-0.4	1.9	.	0.1	-1.5	-2.5	-2.4	0.2	-0.1	-3.6
ATXN2 expr inh	5%	.	.	3%	-2%	6%	4%	0%	-15%	-13%

(17) O=C(Nc1cccc(C(F)(F)F)c1)C1(c2ccccc2)CC1
(18) CNC(=O)c1c(NC(=O)CCS(=O)(=O)c2ccc(F)cc2)sc(C)c1C
(19) Cc1cc(C)c(Cn2c3ccccc3c3cnn(CC(=O)NCc4cccs4)c(=O)c32)c(C)c1
Compound	17	18	19
Nrf2 block	-7%	-9%	8%
A549 tox	1%	2%	2%
EPAC2 ag	7%	-3%	.
Nrf2 activator	-0.3%	2.6%	0.0%
ATXN viability	i	i	i
HepG2 viability	-2%	3%	0%
TGFb SMAD3 inh	-3%	-4%	14%
IL2 activator	-4.1	-0.1	.
ATXN2 expr inh	4%	-1%	14%

Later entries.
Value order – Nrf2 block, A549 tox, EPAC2 ag, Nrf2 activator, ATXN viability, HepG2 viability, TGFb SMAD3 inh, IL2 activator, ATXN2 expr inh
31) Cc1nnc(SCc2nc3ccccc3s2)n1N
  ?, 0%, 13%, 14%, i, 4%, -2%, 5.6, 19%
32) Nc1c(C=C2C=CC(=O)C=C2)c(=O)nc2sc(CC(=O)N3CCCCC3)nn12
  -2%, 1%, 15%, 0.0%, i, -14%, 18%, -2.8, 15%
33) O=C(COC(=O)c1cccnc1Cl)NC(=O)NC1CCCCC1
  3%, -8%, 2%, 0.2%, ?, -11%, -10%, -0.2, 0%
34) Cc1cccc(NC(=O)Nc2ccc(Br)cc2)n1
  ?, 0%&2%, 5%, ?, i, -1%&2%, 0%&0%, 0.8, 32%[activator]
35) CC1CCN(C(=O)C(Cc2ccccc2)NS(=O)(=O)c2ccc3c(c2)oc(=O)n3C)CC1 (stereo not given)
  11%, -4%, -9%, 0.2%, i, 15%, 1%, 0.9, 6%
36) COC(=O)Cc1cc(=O)n2[nH]cnc2n1
  1%, 6%, 5%, -0.6%, i, 13%, ?, 0.3, -7%
37) Cc1ccc(-c2nn(CCC(=O)Nc3ccc(Cl)c(Cl)c3)c(=O)c3ccccc23)cc1
  -5%, 1%, ., 0.3%, i, -1%, -20%, ., -7%
38) COc1cc(/C=N/N=C(N)N)ccc1OCc1ccc(Cl)cc1
  ?, 2%, 10%, -2.5%, i, 10µM*, ?, -5.4, ?
39) FC(F)(F)c1cccnc1-n1cncn1
  ?, ?, 4%, -0.5%, i, 2%, -11%, 0.3, .
40) CCOC(=O)/C=C/[C@H]1CCc2cccc(Cl)c2O1
  25%, 15%, 17%, 24%, i, 10%, 1%, 0.3, 0%

Source: PubChem BioAssay
